High-throughput results: PubChem, several laboratories
CDK5 p35 inh: blocks human CDK5/p35 kinase activity. Recombinant CDK5/p35, ADP-Glo luminescence, 60 min. Q00535+Q15078. inhibition, % at 10 µM. AID 488839. 330,000 tested, 0.01% active;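 active = highest replicate inhibition of at least 50% and at least 75% of replicates reaching 50%; inconclusive = only one of the two criteria met; inactive = both criteria failed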;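 note: plate controls were DMSO neutral control for no effect and GW8510 at 10 µM for full effect; many of its hits are not listed in these tables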
Target sequence (Q00535 whole entry, looked up): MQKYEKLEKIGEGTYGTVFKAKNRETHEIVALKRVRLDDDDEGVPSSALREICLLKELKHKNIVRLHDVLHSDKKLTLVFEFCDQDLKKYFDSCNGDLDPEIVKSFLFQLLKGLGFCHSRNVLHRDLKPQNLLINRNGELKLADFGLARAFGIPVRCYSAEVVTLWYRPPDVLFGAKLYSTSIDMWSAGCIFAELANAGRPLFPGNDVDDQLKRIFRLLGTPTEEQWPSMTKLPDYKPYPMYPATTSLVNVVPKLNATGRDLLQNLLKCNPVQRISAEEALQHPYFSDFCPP
Target sequence (Q15078 whole entry, looked up): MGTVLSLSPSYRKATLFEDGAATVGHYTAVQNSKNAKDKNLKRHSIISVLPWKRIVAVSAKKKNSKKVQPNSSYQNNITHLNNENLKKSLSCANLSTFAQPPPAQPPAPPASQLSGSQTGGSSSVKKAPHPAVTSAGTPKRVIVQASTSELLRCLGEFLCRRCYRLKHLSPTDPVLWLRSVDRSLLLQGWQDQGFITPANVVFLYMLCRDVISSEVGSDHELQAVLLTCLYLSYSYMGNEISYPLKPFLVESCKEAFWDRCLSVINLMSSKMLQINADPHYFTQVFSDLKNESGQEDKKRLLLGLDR
CAL PDZ FP-1: inhibitors of human CAL PDZ peptide binding; Q9HD26; purified CAL PDZ, TMR-peptide fluorescence polarization, 1 h; inhibition, % at 20 µM; 330,000 tested, 0.02% active; AID 504414;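 active = highest replicate inhibition of at least 40%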;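 note: plate controls were DMSO neutral control wells for no effect and unlabeled competitor peptide control wells for full effect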
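Material: tagged CAL PDZ protein CerCALP, purified; buffer or medium: sodium phosphate/NaCl buffer pH 7.4 with TCEP, IgG, Thesit; also added: fluorescent TMR peptide probe; schedule: 1 h incubation at room temperature before polarization reading; technique: fluorescence polarization from S- and P-plane intensities, G-factor corrected; control set: unlabelled peptide and DMSO controls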
MITF act: activators of MITF-driven TRPM1 promoter activity in SK-MEL-5 cells; AID 588334; activation, % at 12.5 µM; 300,000 tested, 0.75% active; SK-MEL-5 TRPM1-promoter luciferase, 24 h; % of positive control, neutral wells = 0;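 active = mean activation of at least 80% with every replicate also reaching 80%; inconclusive = mean reaches 80% but some replicate falls short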;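 note: 0% = neutral control wells and 100% = parthenolide positive control wells; values of inactives mirror those of a sister screen read the other way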
Wnt bcat act: activators of Wnt/beta-catenin signaling. Wnt/beta-catenin reporter cell assay, activator, plate reader. activation, % at 9.35 µM. 300,000 tested, 1.2% active. AID 743398; in the data active = activation above about 30%, passing the limit was not always enough; inconclusive = no clear call, values can overlap the other calls;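 note: 0% = neutral control wells and 100% = positive control wells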
dFosB act: enhances mouse delta FosB homodimer DNA binding; P13346; purified delta FosB, TAMRA-CDK5 oligo fluorescence polarization; percent of positive-control signal above neutral wells; activation, % at 25 µM; 340,000 tested, 0.99% active; AID 493131;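 active = mean activation above about 17%, with every replicate also reaching it, limit read from the data, passing the limit was not always enough; inconclusive = only one of the two conditions met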;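 note: fluorescence polarization rise as delta FosB binds a TAMRA Cdk5 AP-1 oligo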
Target sequence (P13346 whole entry, looked up): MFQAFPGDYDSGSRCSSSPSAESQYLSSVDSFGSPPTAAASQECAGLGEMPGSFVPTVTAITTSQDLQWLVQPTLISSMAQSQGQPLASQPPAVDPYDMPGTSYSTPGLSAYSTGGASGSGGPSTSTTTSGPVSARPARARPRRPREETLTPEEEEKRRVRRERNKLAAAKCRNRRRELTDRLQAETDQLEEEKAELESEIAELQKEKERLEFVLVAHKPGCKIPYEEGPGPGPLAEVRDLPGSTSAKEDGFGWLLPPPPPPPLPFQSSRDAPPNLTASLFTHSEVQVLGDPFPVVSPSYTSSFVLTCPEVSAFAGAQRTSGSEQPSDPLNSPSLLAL
V-ATPase pHluor: regulators of yeast V-ATPase proton transport. 350,000 tested, 0.37% active. S. cerevisiae, pHLuorin cytosolic pH fluorescence. response, % at 10 µM; in the data active = response mostly above about 7.3%, no sharp cut-off; inactive = mostly below about 5.4%; note: actives read high; inactives centre near 0; some compounds called inactive have numbers as strong as hits
Rtt109 HAT inh: inhibitors of Candida albicans Rtt109/Vps75 histone acetyltransferase; Q5AAJ8; purified Rtt109/Vps75, ThioGlo CoA-SH fluorescence, 4 h; inhibition, % at 34.9 µM; 330,000 tested, 0.16% active;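 active = inhibition of at least 50% in every replicate; inconclusive = best replicate reaches 50% inhibition but some replicates fall short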
Tat transport: blocks Tat-dependent protein export in E. coli; E. coli MC4100 TorA-mCherry Tat export, fluorescence; 340,000 tested, 0.036% active; AID 488895; inhibition, % at 10 µM;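 active = mean replicate inhibition at least 50% and at least half of replicates individually reaching 50%; inconclusive = only one of the two criteria met; inactive = neither criterion met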;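 note: exported cargo escapes ClpAP degradation while cytoplasmic cargo is degraded and loses fluorescence; 0% = median of neutral control wells and 100% = median of NaSCN control wells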
cardiac RTF act: increases calcium sensitivity of human cardiac regulated thin filaments; AID 493008; P19429+P45379; 340,000 tested, 0.24% active; IANBD-labeled TnC RTF fluorescence at EC20 calcium; 0% EC20 calcium, 100% full calcium; activation, % at 7.2 µM;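 active = activation above the mean over all tested compounds plus 3 SD, cut at about 30% in these data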;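 note: rise in fluorescence read as greater calcium sensitivity of cardiac thin filaments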
CAL PDZ FP-2: CAL PDZ (human) peptide binding inhibition; inhibition, % at 24.9 µM; AID 602252; 300,000 tested, 0.92% active; Q9HD26; purified CAL PDZ, TMR-peptide fluorescence polarization, 1 h;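 active = mean inhibition of at least 30% with at least half of replicates also reaching 30%; inconclusive = no clear call, values can overlap the other calls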;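 note: 0% = DMSO neutral control and 100% = excess unlabeled competitor peptide PRC23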
Starred values were filed as active, the others as inactive; ? = inconclusive; · = no result given.

CDK5 p35 inh	CAL PDZ FP-1	MITF act	Wnt bcat act	dFosB act	V-ATPase pHluor	Rtt109 HAT inh	Tat transport	cardiac RTF act	CAL PDZ FP-2	Compound
-0.5	-0.8	-2	·	-5	-2	3	0	-3	-2	COc1ccc2c(c1)N(C(=O)CN1C(=O)C3CCCCC3C1=O)C(C)(C)C=C2C (stereo unspecified)
1.1	-1.1	-4	0	4	0	-7	-10	2	·	CCOC(=O)c1nc(-c2ccc(OC)c(OC)c2)cnc1C#N
-3.9	-0.7	-7	-1	11	4	4	8	1	-1	Cc1cccc(OCc2nnc(NC(=O)c3cccs3)s2)c1
0.1	-2.4	7	0	-7	-6	6	-11	5	-1	O=C(NC1CCCC1)c1ccc(Br)c(S(=O)(=O)N2CCCCC2)c1
-0.7	-0.4	-13	-1	6	0	3	-7	-6	2	Cc1ccc(NC(=O)CSCc2cc(=O)n3ccsc3n2)c(C)c1
-1.7	-1.9	3	-2	-1	5	-3	7	-2	-4	Cc1nc([N+](=O)[O-])c(C(=O)OCc2ccccc2F)n1C
0.0	-0.4	76	11	1	-3	-2	3	4	·	COc1ccc(/C=C/C(=O)NC2=NCCS2)cc1OC
-3.3	1.0	-4	0	-7	-2	-5	3	7	-4	COc1ccc(-c2n[nH]c(=S)n2-c2cc(OC)ccc2OC)cc1
-0.8	-0.5	-12	-1	-12	-1	-1	9	6	·	Cc1c(NS(=O)(=O)c2ccc(Cl)c(C(=O)OC(C)C(=O)NCc3ccco3)c2)c(=O)n(-c2ccccc2)n1C (stereo unspecified)
-0.7	-1.8	3	0	1	-1	-5	2	-5	0	COc1ccc(C)cc1S(=O)(=O)N(C)CC(=O)N1CCCCC1
-0.8	-0.1	7	-2	-4	-2	1	9	-4	-5	C[C@H](NC(=O)c1ccc(C(C)(C)C)cc1)C(=O)N1CCC2(CC1)NCCc1[nH]cnc12
-0.9	-1.7	0	-1	-12	-1	-1	6	4	-4	CCn1ccnc1CN1CCN(CC(C)C)C(CCO)C1 (stereo unspecified)
-4.3	-0.1	-12	-5	-4	-1	-2	-3	0	-3	CC1(c2ccccc2Cl)NC(=O)N(CC(=O)NCc2ccco2)C1=O (stereo unspecified)
3.2	-0.9	-16	·	-4	5	13	-4	0	-2	CC(C)(C)c1nnc2sc(SCC(=O)c3cccs3)nn2c1=O
-4.9	-0.7	-1	-2	-7	4	5	-13	0	-4	CCOC(=O)N1CCN(C(=O)COc2cccc3c2CCN(Cc2ccccc2C)C3=O)CC1
-0.6	-1.1	6	·	-1	2	-2	-2	-2	-6	Cc1ccc(NC(=O)c2cnn(-c3ccccc3)c2NC(=O)c2ccco2)cc1
2.2	-0.4	·	0	6	1	10	5	6	-5	CCc1ccccc1N(CC(=O)N1CCCC1)S(C)(=O)=O
-0.2	-1.1	-24	-2	-8	1	14	3	-6	-5	Cc1cccc(NC(=O)C2CCN(c3ncnc4c3nc3n4CCCCC3)CC2)n1
-0.7	-0.2	-1	0	6	0	·	-1	3	4	Nc1cc(=O)[nH]c(SCC(=O)N2CCCCC2)n1
1.5	-2.4	1	-6	-2	0	2	-4	0	1	O=C(Nc1cc(Cl)ccc1Cl)N1CCCC1
0.3	-1.0	·	-3	-4	-5	-12	-2	9	·	COc1ccccc1NC(=O)CSc1ccc2nnc(-c3ccncc3)n2n1
-1.8	-1.7	20	-2	-12	-1	7	-4	2	·	Cc1ccc(C(=O)Nc2ccccc2C(=O)NC2CCCCC2)cc1S(=O)(=O)N1CCOCC1
-1.2	-0.9	-21	·	-1	2	-8	9	4	-1	O=C(CC(c1ccccc1)c1ccccc1)Nc1ccc(Cl)cn1
2.9	0.2	-17	3	9	-5	0	18	-5	-1	NCCCC[C@H]1CN=C(N)N1CCC12CC3CC(CC(C3)C1)C2
-0.6	0.5	-10	-2	0	1	-10	-6	3	0	COc1cccc(NC(=O)CN2C(=O)NC(C)(CCC(C)C)C2=O)c1 (stereo unspecified)
-3.0	-0.9	0	·	5	0	-2	-3	-1	5	O=[N+]([O-])c1ccc(-c2cnc(NO)nc2)cc1
-2.9	-7.4	-47	-8	-24	-3	2	-4	3	-11	CCN1CCN(Cc2ccc(NC(=O)c3ccc(C)c(NC(=O)c4csc(-c5ccncc5)n4)c3)cc2C(F)(F)F)CC1
1.7	-7.6	·	-1	-5	2	-4	-2	0	-1	NS(=O)(=O)c1ccc(CNC(=O)C(c2ccccc2)c2ccccc2)cc1
1.7	-3.3	-3	2	0	0	10	-3	-2	-1	COc1ccc(CN2CCNC(=O)C2CC(=O)N(C)Cc2nccs2)cc1OC (stereo unspecified)
0.5	-0.8	16	1	-10	1	0	-1	3	-1	Cc1cc(C)nc(N2CCN(C(=O)CCC(=O)Nc3nnc(CC(C)C)s3)CC2)n1

Taken from above:
Tat transport with Cc1c(NS(=O)(=O)c2ccc(Cl)c(C(=O)OC(C)C(=O)NCc3ccco3)c2)c(=O)n(-c2ccccc2)n1C (stereo unspecified) : 9
CAL PDZ FP-1 with COc1ccc(C)cc1S(=O)(=O)N(C)CC(=O)N1CCCCC1 : -1.8

The results go on:
CDK5 p35 inh	CAL PDZ FP-1	MITF act	Wnt bcat act	dFosB act	V-ATPase pHluor	Rtt109 HAT inh	Tat transport	cardiac RTF act	CAL PDZ FP-2	Compound
-1.6	-0.8	-1	0	-6	3	-3	-2	2	-2	CCOc1ccc(/C=N/N2C(C)CCCC2C)cc1OC (stereo unspecified)
-0.1	-2.5	2	·	-3	-2	-7	0	0	·	CCCCn1c(SCC(=O)Nc2nnc(C)s2)nc2c1c(=O)n(C)c(=O)n2C
0.3	-1.4	3	·	-3	6	9	-9	-4	1	COc1ccc(NC(=O)c2ccc(COc3ccccc3OC)o2)cc1OC
0.3	0.3	8	·	-5	-3	4	3	-3	-1	Cc1occc1C(=O)NCCCCNC(=O)c1ccoc1C
-0.3	0.4	·	3	0	5	1	-7	9	-3	NC(=O)CSc1ccc(S(=O)(=O)N2CCCCC2)cn1
1.4	-0.4	9	-3	-4	0	-18	6	3	-5	CCOC(=O)C(=O)NCC(c1cccs1)S(=O)(=O)c1ccc(C)cc1 (stereo unspecified)
-1.7	-1.1	25	·	0	-3	4	-17	6	-2	Cc1nc(Cl)sc1C(=O)Nc1cccc2ccccc12
2.7	-1.0	·	-2	-7	3	-5	-9	1	-2	CCOCCn1c(CN2CCc3ccccc3C2)nc2c1c(=O)n(C)c(=O)n2C
-1.4	-0.7	6	0	4	3	3	2	3	·	CC(Oc1ccccc1)C(=O)N1CCN(c2ccc(N3CCCCC3)nn2)CC1 (stereo unspecified)
0.0	-0.2	·	3	-5	0	-6	5	2	0	Cc1ccc(NC(=O)Nc2cc(-c3ccccc3)nn2C)cc1Cl
-1.2	-1.3	19	10	-8	-4	-6	-6	3	4	O=C(N/N=C/c1ccc2c(c1)OCO2)c1ccc(NS(=O)(=O)c2cccs2)cc1
-1.7	-1.7	9	-5	-12	-2	7	3	-3	-4	O=C(CC1CC2CCC1C2)N1CCN(S(=O)(=O)c2ccccc2[N+](=O)[O-])CC1 (stereo unspecified)
1.8	-4.0	-6	-1	-9	2	-7	-1	5	-5	Cc1ccnc2nc(C(=O)OCC(=O)N(CC(C)C)CC(C)C)nn12
-0.9	0.3	15	1	3	-46	-1	-1	-2	2	NS(=O)(=O)c1ccc(-c2ccc(/C=N/Nc3ccc(C(=O)O)cc3)o2)cc1
-0.7	-2.1	10	·	-5	-3	7	18	-6	2	Nc1nonc1-n1nnc(C(=O)N/N=C/c2ccoc2)c1CSc1ccccc1
2.1	-0.6	-9	-1	-3	-1	6	5	-6	3	CCOC(=O)C1=C(N)N(c2cc(S(=O)(=O)N3CCOCC3)ccc2Cl)C(=O)C1
1.0	-3.6	-23	·	-14	1	2	23	9	-5	CCOc1ccccc1C(=O)Nn1c(C2CCC2)nc2ccccc2c1=O
-0.2	-2.5	2	-3	1	2	1	9	2	?	CCN1CCN(C(=O)C(C)Oc2ccc(S(=O)(=O)N3CCCC3)cc2C(N)=O)CC1 (stereo unspecified)
-0.7	0.0	2	·	-19	2	6	-4	-1	-3	COC(=O)C(C)Sc1ncnc2c1c(-c1ccccc1)cn2-c1ccc(OC)cc1 (stereo unspecified)
-0.2	-0.2	6	1	-1	2	2	-1	-2	13	CCN(CC)C(=O)C(=O)c1cn(CC(=O)NCc2ccc3c(c2)OCO3)c2ccccc12
2.0	-2.0	2	·	-6	5	-7	0	4	8	CCc1ccc(OCC(=O)NC(=S)Nc2ccc(F)cc2)c(Br)c1
-0.2	-0.4	5	·	0	0	-6	-8	4	-5	CC1CCc2cc(F)ccc2N1C(=O)c1ccncc1 (stereo unspecified)
-3.0	-1.1	-10	·	-5	1	-5	1	0	0	O=C(NC1CCCC1)C(c1cccs1)N(C(=O)c1ccno1)c1ccccc1 (stereo unspecified)
-0.3	-0.6	8	-7	-6	0	-5	-1	-3	-1	CCC(C)NC(=O)c1ccccc1NC(=O)CN1C(=O)c2ccccc2S1(=O)=O (stereo unspecified)
-0.3	-0.9	3	4	-5	-2	4	5	-3	0	CCOC(=O)C1(CCCc2ccccc2)CCN(C(=O)CCC2=NNC(=O)CC2)CC1
0.8	-1.1	2	-6	-12	-1	-11	11	-1	-3	Cc1cnc(NC(=O)CSc2nnc(-c3ccccc3)n2Cc2ccccc2)s1
